# DNMT1 inh = human DNMT1 methyltransferase inhibitors, primary screen, biochemical, molecular beacon, fluorescence, HinP1I cleavage, uHTS; DNA (cytosine-5)-methyltransferase 1 (Homo sapiens), P26358; inhibition (reported as % activation of signal), % at 10 µM; 0.83% of 360,000 active; AID 588458, 2011; in the data active means inhibition above about 50%
# CSN deneddyl inh = inhibitors of CSN-mediated cullin deneddylation, primary screen, biochemical, fluorescence polarization, uHTS; 0.38% of 360,000 active; inhibition, % at 12.5 µM; Purified CSN, SCF-Nedd8-OG deneddylation; COP9 signalosome complex subunit 5 (Homo sapiens), Q92905;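 active means pattern-corrected inhibition above about 35%, with an unprinted fluorescence ratio check between 0.5 and 1.5, limit read from the data, passing the limit was not always enough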;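 further: 0% = enzyme with substrate and 100% = substrate without enzyme; some results filed as inactive read as strong as hits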
#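 Schedule: reaction 90 min, room temperature / Assay system: HEK293T-derived human Csn5 enzyme / Input: Csn5 at 0.24 nM final / Measure: inhibition of Csn5 cleavage, % / Control set: substrate-only high control, full reaction low control / Technique: fluorescence polarization of the substrate / Buffer or medium: Tris/NaCl/DTT buffer, pH 7.5 / Reagent: SCFSkp2-Nedd8OG substrate at 10 nM final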
# Neddylation inh = inhibitors of cullin neddylation, primary screen, biochemical, TR-FRET, uHTS, NAE and Ubc12; NEDD8-conjugating enzyme Ubc12 (Homo sapiens) + NEDD8-activating enzyme E1 regulatory …; calls only at 25 µM; 0.58% of 360,000 active; AID 651699, 2012; in the data active means inhibition above about 36%
# Target sequence (P61081 whole entry, looked up): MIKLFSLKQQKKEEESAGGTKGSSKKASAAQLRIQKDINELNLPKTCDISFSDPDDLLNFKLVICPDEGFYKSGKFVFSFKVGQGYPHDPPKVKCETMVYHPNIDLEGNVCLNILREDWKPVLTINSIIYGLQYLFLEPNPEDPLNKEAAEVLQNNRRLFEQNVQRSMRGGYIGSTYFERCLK
# Target sequence (Q13564 whole entry, looked up): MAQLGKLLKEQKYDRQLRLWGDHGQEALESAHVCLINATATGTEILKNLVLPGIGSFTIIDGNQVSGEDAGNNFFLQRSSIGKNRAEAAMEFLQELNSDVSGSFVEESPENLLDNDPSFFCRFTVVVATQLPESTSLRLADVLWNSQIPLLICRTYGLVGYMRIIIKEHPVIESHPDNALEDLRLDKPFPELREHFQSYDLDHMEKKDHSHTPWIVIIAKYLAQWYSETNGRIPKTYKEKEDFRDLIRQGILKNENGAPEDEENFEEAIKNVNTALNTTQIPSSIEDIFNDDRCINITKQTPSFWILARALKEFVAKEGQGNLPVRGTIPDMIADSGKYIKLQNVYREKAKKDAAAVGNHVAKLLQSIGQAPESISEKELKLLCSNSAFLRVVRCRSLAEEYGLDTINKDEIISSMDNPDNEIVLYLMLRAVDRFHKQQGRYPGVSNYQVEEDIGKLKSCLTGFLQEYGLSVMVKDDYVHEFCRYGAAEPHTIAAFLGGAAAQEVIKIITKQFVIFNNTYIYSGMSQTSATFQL
# STEP block = STEP phosphatase inhibitors, primary screen, biochemical, fluorescence intensity, uHTS. inhibition, % at 20 µM. recombinant STEP, OMFP fluorogenic substrate. 0.25% of 360,000 active;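 active means inhibition at 20 µM, scaled per plate between control wells, above about 37%, limit read from the data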;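 further: 0% = DMSO with enzyme and substrate and 100% = substrate only without enzyme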
#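 Assay system: isolated STEP enzyme / Timing: 20 min at room temperature, dark / Doses: 20 µM, 1% DMSO / Technique: fluorescence intensity, excitation 480 nm, emission 540 nm / Reagent: fluorogenic phosphatase substrate OMFP at 25 µM final / Measure: percent inhibition scaled to no-enzyme and uninhibited-enzyme controls, plate-pattern corrected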
# SUMO1 PPI mod = modulators of SUMO1 protein-protein interactions, primary screen, biochemical, uHTS; Small ubiquitin-related modifier 1 (Homo sapiens), P63165; SUMO1 binding to a labelled peptide, TR-FRET, 1 h; inhibition, % at 20 µM; 0.33% of 360,000 active; AID 602429, 2012; in the data active means inhibition above about 37%
# Target sequence (P63165 whole entry, looked up): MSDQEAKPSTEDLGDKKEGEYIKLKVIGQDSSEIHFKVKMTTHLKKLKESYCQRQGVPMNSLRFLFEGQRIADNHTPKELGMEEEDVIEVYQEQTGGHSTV
# NadD inh = inhibitors of S. aureus NadD, primary screen, biochemical, colorimetric, uHTS; Nicotinate-nucleotide adenylyltransferase NadD (Staphylococcus aureus N315); inhibition, % at 20 µM; purified NadD enzyme, colorimetric absorbance read-out; 0.78% of 360,000 active; in the data active means inhibition above about 26%; further: some compounds past the cut are filed as inactive
# Rpn11 inh = Rpn11 (PSMD14) deubiquitinase inhibitors, primary screen, biochemical, fluorescence polarization, uHTS; human 26S proteasome, Ub4-pepOG fluorescence polarization; 20S core pre-blocked with epoxomicin; 26S proteasome non-ATPase regulatory subunit 14 (Homo sapiens), O00487; AID 588493, 2011; calls only at 20 µM; 0.59% of 360,000 active;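 active means inhibition at 20 µM, scaled to each plate's controls, above about 33%, limit read from the data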
# Scp1 inh = Scp-1 phosphatase inhibitors, primary screen, biochemical, colorimetric, uHTS | inhibition, % at 20 µM | Recombinant Scp1, phosphopeptide, malachite green phosphate absorbance | 0.88% of 340,000 active | AID 493091, 2011 | Carboxy-terminal domain RNA polymerase II polypeptide A small phosphatase 1 (Homo …;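 active means inhibition above about 50% at 20 µM, limit read from the data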;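 further: plate controls were DMSO wells with enzyme for no effect and wells lacking enzyme for full effect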
# Target sequence (Q9GZU7 76-261 limits assumed): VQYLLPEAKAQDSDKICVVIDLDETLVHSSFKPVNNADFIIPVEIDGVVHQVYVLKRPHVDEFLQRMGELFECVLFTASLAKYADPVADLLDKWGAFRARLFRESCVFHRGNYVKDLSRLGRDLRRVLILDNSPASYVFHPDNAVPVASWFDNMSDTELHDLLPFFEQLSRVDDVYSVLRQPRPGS
#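 Incubation: 45 min enzyme reaction at room temperature / System: truncated SCP-1 phosphatase (76-261aa) / Reagent: Phospho 17-mer peptide substrate / Buffer or medium: Acidic Tris acetate buffer with magnesium and detergent / Signal: absorbance at 630 nm / Doses: one concentration, 20 µM, with 1.0% DMSO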
# LMPTP inh = LMPTP phosphatase inhibitors, primary screen, biochemical, fluorescence intensity, uHTS. inhibition, % at 20 µM. recombinant LMPTP-A, OMFP fluorogenic substrate. AID 651560, 2012. 0.22% of 360,000 active;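 active means compounds that cut the enzyme signal by at least half of the control window in the single-dose screen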;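 further: plate controls were DMSO wells with enzyme plus substrate for no effect and substrate without enzyme for full effect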
#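 Assay system: LMPTP-A, protein tyrosine phosphatase of low molecular weight / Medium: pH 6.0 Bis-Tris buffer with DTT and Triton X-100 / Schedule: 50 min enzyme reaction at room temperature, protected from light / Measured by: endpoint fluorescence intensity from OMFP dephosphorylation / Read-out basis: % inhibition relative to no-enzyme and uninhibited control wells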
# Rin1-Abl PPI inh = inhibitors of Rin1-Abl protein binding, primary screen, biochemical, TR-FRET; 0.4% of 360,000 active; inhibition, % at 7.35 µM; Tyrosine-protein kinase ABL1 (Homo sapiens) + Ras and Rab interactor 1 (Homo sapiens), …; in the data active means inhibition above about 5%, passing the limit was not always enough
# * marks the source's active call; other numbers are inactive results; i = inactive; x = not tested or not shown; + = active, no number. No enrichment for hits (roughly 3.8% active in at least one column).
Rin1-Abl PPI inh	Scp1 inh	NadD inh	CSN deneddyl inh	DNMT1 inh	canonical_smiles	STEP block	Neddylation inh	SUMO1 PPI mod	Rpn11 inh	LMPTP inh
3	-4	-5	2	5	CC(C)(C)c1cc(NC(=O)CSc2nnc(N)s2)n(-c2ccccc2)n1	-2	i	3	i	-1.2
-1	-16	-6	-1	-1	Cc1ccc(OCCNC(=O)c2ccccc2O)cc1	-1	i	-2	i	1.4
3	-8	-1	0	0	OCC1=C[C@@H](O)C2C=CO[C@@H](O[C@@H]3O[C@H](CO)[C@@H](O)[C@H](O)[C@H]3O)C12 (some centres undefined)	0	i	1	i	-0.4
2	-5	-10	3	-1	CC1CCN(C(=O)CSc2nnc(-c3cccnc3)n2C2CCCCC2)CC1	-2	i	0	i	-0.7
-2	-6	-5	-14	1	CN1N=C(/C=C/c2ccccc2)CCC1=O	0	i	-10	i	-1.5
0	1	-6	0	-1	COc1ccc(/C=C(\NC(=O)c2ccc(C)cc2)C(=O)NCC2CCCO2)cc1 (centres undefined)	-2	i	1	i	-0.8
1	-7	-3	2	-1	CC(C)OCCCNC(=O)c1ccccc1NC(=O)C1=CSCCO1	-3	i	-11	i	0.1
0	4	7	3	5	CCc1ccccc1NC(=O)c1cc(-c2ccc3c(c2)OCO3)on1	-3	i	-1	i	0.0
-8	-5	-11	0	-5	CCOC(=O)Cn1c(=N)n(CCOc2ccc(F)cc2)c2ccccc21	-1	i	-2	i	-0.7
2	-13	-3	0	-1	Cc1ccn2c(C(=O)N/N=C/c3ccc(Cl)cc3)c(C)nc2c1	0	i	-3	i	-2.2
2	-1	1	-1	37	COc1ccc2c(c1)CCC/C2=N/OC(=O)c1ccccc1OC	0	i	-2	i	1.4
1	-5	9	-15	-1	COc1cc(OC)cc(C(=O)N[C@H](C(=O)Nc2nc(-c3ccc(F)c(F)c3)cs2)C(C)C)c1	3	i	0	i	-0.5
-3	-7	4	-1	-2	CCC/C(C)=C/c1ccc(CC)cn1	2	i	3	i	-0.3
1	-9	12	2	1	Cc1ccc(OCC(=O)NN=C2c3ccccc3-c3ccccc32)cc1	3	i	-7	i	0.8
0	4	-2	4	-1	Cc1ccc(-n2nc(C)cc2Nc2ncc(Cl)cc2Cl)cc1	0	i	0	i	0.7
2	-9	5	6	79*	CC(C)c1ccc(Nc2nnc(SCC(=O)c3nnc(-c4ccccc4)o3)s2)cc1	2	i	3	x	-0.5
2	-13	6	1	-2	CCCCCC1CCC(C(=O)O)CC1 (centres undefined)	1	i	-1	i	-1.7
-3	-14	2	3	-5	COc1ccc(C(C[N+](=O)[O-])C2(c3ccc(OC)c(OC)c3)C(=O)c3ccccc3C2=O)cc1 (centres undefined)	0	i	-8	i	1.2
2	-3	2	3	2	CCCNC(=O)Cc1c(O)c2ccccc2[nH]c1=O	6	i	-1	i	-0.8
-2	x	-3	4	1	Cc1ccc(C(=O)N(Cc2nnc(-c3ccccc3Cl)o2)C2CC2)o1	-3	i	2	i	-0.4
0	-6	0	5	2	O=C(OCc1c(F)cccc1Cl)c1cnc(Cl)c(Cl)c1	2	i	-1	i	1.0
-4	3	-3	-1	6	Cc1ccc(N2C(=O)CCC2=O)c(C)c1	0	i	5	i	-0.7
2	-12	0	0	-1	COc1ccc(NC(=O)C(F)(F)F)cc1OC	-1	i	-2	i	-3.3
-1	-1	2	-2	-6	O=c1c2c3c(sc2nc(NCCO)n1CCc1ccccc1)CCCCC3	1	i	8	i	2.0
1	1	2	-5	3	CCOc1ccc(NC(=O)COC(=O)CCS(=O)(=O)c2ccc(C)cc2)cc1	1	i	4	i	-1.6
-2	-11	-2	0	-4	COC(=O)c1cc(C#N)c(Oc2ccccc2OC)nc1C	-2	i	-1	i	-0.6
-3	-6	-6	4	1	Cc1ccc(S(=O)(=O)N(CC(=O)N2CCC(C)CC2)Cc2ccccc2F)cc1	4	i	3	i	1.6
-2	-2	-3	2	35	CCNC1CCC(Nc2ccnc3cc(Cl)ccc23)CC1 (centres undefined)	-2	i	-3	i	11
0	-2	-7	-2	-4	CN(CCC1CCOCC1)Cc1cn[nH]c1-c1ccc(-c2ccccc2)cc1	1	i	2	i	-0.4
-4	-11	-2	4	-6	CCn1cc(C(=O)N2CCc3ccccc32)c(=O)c2cc(S(=O)(=O)N3CCCC3)ccc21	0	i	2	i	-0.3
0	3	10	0	-1	O=C(c1cc(C2CC2)nc2ccc(Br)cc12)N1N=C(C(F)F)CC1(O)C(F)F (centres undefined)	-4	i	6	i	1.8
0	-3	-2	-7	-1	CNC(=S)/N=C/NOCc1c(Cl)cccc1Cl	0	i	1	i	0.1
2	-7	4	-1	-1	Cc1noc(C(=O)NCC2CCCO2)c1Cl (centres undefined)	-2	i	-4	i	-2.5
-1	4	-5	1	3	O=C(/C=C/c1cccc([N+](=O)[O-])c1)OC1CCCCC1=O (centres undefined)	-2	i	-17	i	-2.0
1	-5	-4	3	2	CCOc1cccc2cc(C(=O)NCc3ccccc3Cl)c(=O)oc12	4	i	-2	i	-1.0
1	-5	7	-5	-11	O=C(Nc1cc(Sc2nc3ccccc3s2)cc([N+](=O)[O-])c1)c1ccccc1	0	i	-2	i	4.8

# Profiles from above.
# O=C(c1cc(C2CC2)nc2ccc(Br)cc12)N1N=C(C(F)F)CC1(O)C(F)F (centres undefined) in the list: Rin1-Abl PPI inh: 0; Scp1 inh: 3; NadD inh: 10; CSN deneddyl inh: 0; DNMT1 inh: -1; STEP block: -4; Neddylation inh: i; SUMO1 PPI mod: 6; Rpn11 inh: i; LMPTP inh: 1.8
# Cc1ccc(S(=O)(=O)N(CC(=O)N2CCC(C)CC2)Cc2ccccc2F)cc1 in the list: Rin1-Abl PPI inh: -3; Scp1 inh: -6; NadD inh: -6; CSN deneddyl inh: 4; DNMT1 inh: 1; STEP block: 4; Neddylation inh: i; SUMO1 PPI mod: 3; Rpn11 inh: i; LMPTP inh: 1.6

# Following part:
Rin1-Abl PPI inh	Scp1 inh	NadD inh	CSN deneddyl inh	DNMT1 inh	canonical_smiles	STEP block	Neddylation inh	SUMO1 PPI mod	Rpn11 inh	LMPTP inh
-1	-6	2	2	-2	CC1(C)CCC(=O)N2CC[C@H]3C[C@H](OC(=O)Nc4ccc(Br)cc4)C[C@@H]1[C@H]32	-3	i	5	i	-0.4
4	10	-1	1	-4	CCOC(=O)c1ccc(N[C@@H]2CCN3C(=O)c4ccccc4[C@@H]3C[C@H]2O)cc1	3	i	-4	i	-0.5
0	-4	-1	3	-6	CC(=O)Nc1ccc(NC(=O)c2c(C)c(-c3ccccc3)nc3ccccc23)cc1	0	i	-9	i	1.0
-1	4	2	4	-3	C=CCn1c(SCC(=O)NC2CC2)nnc1C1CC1	-1	i	6	i	-0.1
-1	-5	-2	2	-3	O=C(CCc1ccccc1)Nc1ccc2c(c1)OCCO2	-1	i	-1	i	0.4
-18	-7	-1	-2	2	CCCc1nc(SCC(=O)NC2CCCC2)c2ccccc2n1	1	i	-3	i	-0.7
-1	13	2	-1	-3	NC(=O)N/N=C/c1ccccc1OC(=O)c1ccccc1Br	-2	i	-5	i	2.8
1	-14	1	-6	-10	Cc1ccc(S(=O)(=O)NCc2ccccc2)cc1C(=O)N1CCN(c2ccccc2)CC1	-3	i	-36	i	-7.6
4	-7	3	-7	4	Cc1ccc(NC(=O)C2C3C=CC(O3)C2C(=O)O)c(C)c1 (centres undefined)	-2	i	-4	i	-1.8
2	-1	0	-3	3	Cc1ccc(C(=O)NCCC2=CCCCC2)cc1S(=O)(=O)N1CCOCC1	0	i	1	i	-0.2
1	-7	-8	-5	3	Cc1cc(S(=O)(=O)N2CCCCC2)ccc1OCC(=O)Nc1ccccc1	-2	i	-3	i	0.0
18*	70*	1	-8	11	NS(=O)(=O)c1ccc(N=Nc2c[nH]c(=O)c(O)c2)cc1	10	i	27	i	30
-2	4	20	5	0	O=C(O)c1ccc(NN=CC2=C(N3CCOCC3)/C(=C/c3ccccc3)CC2)cc1	0	i	-16	+	-1.5
-2	-6	-12	-5	2	COc1cc(C)c(NC(=O)C(=S)NCc2ccccc2)cc1C	0	i	-1	i	1.9
4	-6	-9	6	8	CCOC(=O)c1ccccc1NC(=O)CSc1nc2ccccc2o1	-4	i	2	i	-0.2
-1	-2	-1	1	0	Cc1cnc(CN(C)C(=O)CC2C(=O)NCCN2CCCc2ccccc2)[nH]1 (centres undefined)	2	i	17	i	1.3
3	2	1	-5	3	COc1cc(OC)nc(NC(=O)CSc2nc3ccccc3[nH]2)n1	-5	i	1	i	-0.4
-1	-4	-6	1	2	COCCCN(C(=S)Nc1cc(C)cc(C)c1)C(C)c1ccncc1 (centres undefined)	-2	i	2	i	-1.1
-1	-7	-9	0	10	COc1ccc(C(O)(CCC(C)C)C(CN2CCOCC2)c2ccccc2)cc1 (centres undefined)	-1	i	1	i	0.7
-7	-10	1	4	-1	C=CCNc1ccc(N2C(=O)CCCC2=O)cc1[N+](=O)[O-]	0	i	-27	i	2.6
-2	-4	-1	3	-16	Cc1cc(O)ccc1Nc1nc(-c2cccs2)cs1	0	i	-9	i	1.6
1	-15	-7	-5	2	COc1ccc(-c2nnc(-c3ccc(F)cc3)o2)cc1	-1	i	4	i	0.9
-1	x	-1	7	0	O=S(=O)(c1ccc(F)cc1)c1nc(-c2ccco2)oc1NCCCn1ccnc1	2	i	-1	i	0.3
-3	-13	-1	-2	1	CCOC(=O)c1cc(C)nc(SC)c1C#N	0	i	1	i	-0.5
1	-2	0	-3	3	CCOC(=O)c1ccccc1NC(=O)Cn1cnc2c(cnn2-c2ccc(F)cc2)c1=O	-3	i	3	i	-1.8

# Screens: PubChem BioAssay, several laboratories
